Screening results: PubChem, Sanford-Burnham Center for Chemical Genomics
CXCR6 inh: CXCR6 receptor inhibitors, primary screen, cell-based, beta-arrestin, luminescence, CHO-K1 PathHunter, 1536-well; inhibition, % at 20 µM; actives 0.36% (n = 360,000); C-X-C chemokine receptor type 6 (Homo sapiens), O00574; in the data active means inhibition above about 34%, passing the limit was not always enough;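 further: antagonist mode with CXCL16 agonist at 10 nM final; 0% = 10 nM CXCL16 with DMSO and 100% = unstimulated wells without agonist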
CHOP UPR activ: activators of apoptotic CHOP UPR arm, primary screen, cell-based, CHO-CHOP luciferase reporter, luminescence, uHTS. UPR activation; percent of tunicamycin response over DMSO baseline. activation, % at 10 µM. actives 0.34% (n = 330,000);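 active means at 10 µM dose, activation of 40% or more, normalized to positive control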;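 further: 100% = tunicamycin at 10 µg/mL and 0% = DMSO alone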
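Dosing – one dose, 10 µM in 0.5% DMSO · System – CHO-CHOP cells, stable luciferase reporter of PERK-eIF2a-CHOP signalling · Input – 500 cells/well · Control set – tunicamycin 10 µg/mL final as positive, DMSO-only wells as negative · Timing – 6 h compound treatment, 37 °C · Measure – % activation vs tunicamycin · Technique – luminescence read with Steady-Glo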
Mdm2 MdmX PPI: inhibitors of human Mdm2-MdmX association, primary screen, cell-based, luminescence, split luciferase, SaOS-2, uHTS. Protein Mdm4 (Homo sapiens) + E3 ubiquitin-protein ligase Mdm2 (Homo sapiens), …. SaOS-2 split-luciferase Mdm2/MdmX complementation. inhibition, % at 8 µM. actives 3% (n = 330,000). AID 485346, 2010;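 active means inhibition of at least 50% at 8 µM in the primary screen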
UPR XBP1 act: activators of adaptive XBP1 UPR arm, primary screen, cell-based, CHO-XBP1 luciferase reporter, luminescence, uHTS. IRE1-XBP1 UPR activation; percent of tunicamycin response, DMSO as zero. activation, % at 20 µM. actives 0.33% (n = 330,000). AID 463104, 2010;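 active means versus positive control, 20 µM dose yields 30% or more activation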;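 further: 100% = tunicamycin at 10 µg/mL and 0% = DMSO only wells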
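Material: CHO cell line with stable XBP1 luciferase reporter; schedule: 16-18 h cell attachment at 37 °C, then 6 h compound exposure; signal: glow luminescence from Steady-Glo reagent; medium: serum-containing F12 medium, 10% FBS; benchmarks: tunicamycin 10 µg/mL and vehicle-only wells; read-out: percent activation relative to tunicamycin reference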
CCR6 antag: CCR6 receptor antagonists, primary screen, cell-based, CHO-K1, luminescence, beta-arrestin, uHTS; C-C chemokine receptor type 6 (Homo sapiens), P51684; CHO-K1 CCR6 PathHunter beta-arrestin, CCL20-stimulated; inhibition, % at 20 µM; actives 0.49% (n = 340,000);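 active means compounds whose inhibition of the agonist-driven luminescence signal at 20 µM reaches about 50%, limit read from the data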;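 further: cells stimulated with CCL20 at 14 nM final; plate controls were DMSO with CCL20 for no effect and DMSO without agonist for full effect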
Target sequence (P51684 whole entry, looked up): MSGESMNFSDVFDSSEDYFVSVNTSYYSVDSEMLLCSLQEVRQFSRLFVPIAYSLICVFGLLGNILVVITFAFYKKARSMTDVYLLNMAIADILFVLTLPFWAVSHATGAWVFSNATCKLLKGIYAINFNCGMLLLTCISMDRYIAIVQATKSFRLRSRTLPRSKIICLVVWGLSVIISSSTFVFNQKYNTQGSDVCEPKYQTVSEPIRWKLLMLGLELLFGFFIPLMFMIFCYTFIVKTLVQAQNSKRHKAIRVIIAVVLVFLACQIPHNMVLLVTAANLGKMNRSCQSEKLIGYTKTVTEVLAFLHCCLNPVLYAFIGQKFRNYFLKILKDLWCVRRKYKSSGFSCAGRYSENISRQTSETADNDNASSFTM
EBI2 antag: EBI2 receptor antagonists, beta-arrestin recruitment, primary screen, cell-based, luminescence, 7a,25-OHC stimulation, uHTS | G-protein coupled receptor 183 (Homo sapiens), P32249 | 7a,25-OHC stimulated | inhibition, % at 5 µM | actives 0.81% (n = 360,000); in the data active means inhibition above about 38%;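 further: enzyme fragment complementation signal reports receptor beta-arrestin coupling in cells; 0% = agonist plus DMSO wells and 100% = wells without agonist; some results beyond the cut were filed as inactive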
Target sequence (P32249 whole entry, looked up, the tested form may be a part): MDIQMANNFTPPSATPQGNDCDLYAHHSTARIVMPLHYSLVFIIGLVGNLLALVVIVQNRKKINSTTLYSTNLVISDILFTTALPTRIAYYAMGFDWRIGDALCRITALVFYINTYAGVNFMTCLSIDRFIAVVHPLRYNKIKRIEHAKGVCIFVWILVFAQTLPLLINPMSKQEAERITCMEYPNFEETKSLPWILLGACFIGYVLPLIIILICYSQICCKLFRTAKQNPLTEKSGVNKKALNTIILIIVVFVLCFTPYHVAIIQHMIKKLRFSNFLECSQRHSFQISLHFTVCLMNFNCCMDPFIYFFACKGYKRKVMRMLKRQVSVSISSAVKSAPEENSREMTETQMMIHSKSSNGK
Jurkat NFkB inh: inhibitors of induced NF-kB luciferase reporter, primary screen, TCR NF-kB activation inhibitor project, cell-based, luminescence, uHTS | actives 0.53% (n = 330,000) | Jurkat, PMA/ionomycin-induced NF-kB luciferase reporter | AID 435003, 2010 | inhibition, % at 4 µM; in the data active means inhibition above about 50%
Gli-Sufu block: Gli-Sufu pathway antagonists, primary screen, luciferase luminescence, Sufu-KO-LIGHT cells, uHTS. Sufu-KO-LIGHT fibroblasts, Gli luciferase reporter luminescence. inhibition, % at 5 µM. actives 0.74% (n = 340,000). AID 588413, 2011;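 active means inhibition above about 55%, limit read from the data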;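 further: 0% = DMSO-treated cells and 100% = wells with medium but no cells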
697 NFkB inh: inhibitors of PMA/ionomycin-induced NF-kB reporter, 697 cells, primary screen, B-cell NF-kB inhibitor project, cell-based, luminescence, uHTS; 697 B-cell NF-kB luciferase reporter, 16 h; inhibition, % at 4 µM; actives 0.33% (n = 330,000); in the data active means inhibition above about 35%
An asterisk follows results filed as active; x = no result given.

Order of results – CCR6 antag	CHOP UPR activ	EBI2 antag	697 NFkB inh	CXCR6 inh	Gli-Sufu block	Mdm2 MdmX PPI	Jurkat NFkB inh	UPR XBP1 act
1	O=C1c2ccc(-c3ccc4c(c3)C(=O)N(CCO)C4=O)cc2C(=O)N1CCO
    6	-0.2	-10	16	1	-24	25	-1	-1
2	COc1ccccc1C(=O)N(Cc1ccco1)C1CCS(=O)(=O)C1 (stereo unspecified)
    -5	-0.3	-8	10	-16	3	20	-2	-2
3	O=C1[C@H]2[C@H](C=CC[C@H]2C(=O)N2CCN(c3ccccc3)CC2)CCN1Cc1ccc(Cl)c(Cl)c1
    18	1.4	21	-10	14	6	13	6	-5
4	O=C(CN1c2cccc3cccc(c23)S1(=O)=O)Nc1ccccc1F
    -10	0.2	-10	3	0	15	11	10	-2
5	Cc1ccc(COC(=O)c2cccc(S(=O)(=O)N3CCCCC3)c2)cc1
    21	-0.1	13	9	-1	3	29	6	-2
6	c1ccc(-n2nnnc2SCc2cn3ccccc3n2)cc1
    13	0.9	2	-12	3	5	3	-5	-1
7	O=C(NCCc1nc2ccccc2[nH]1)c1ccc(F)cc1
    -17	2.4	-6	18	-4	1	18	1	2
8	O=S(=O)(c1cc(Cl)cc(Cl)c1O)N1CCC2(CC1)OCCO2
    -3	1.7	-8	27	-3	8	20	2	0
9	Cc1ccc(CN2CCNC(=O)C2CC(=O)N(Cc2c(C)nn(C)c2C)C2CC2)o1 (stereo unspecified)
    -18	1.4	-9	8	-4	18	12	-11	-2
10	COc1cc(/C=N/NC(=O)c2ccc(C)nc2)cc([N+](=O)[O-])c1O
    8	0.6	0	-1	16	-3	14	-22	-1
11	CC(=O)Oc1oc(-c2ccccc2)nc1C=Nc1ccc(N(C)C)cc1
    22	3.0	6	12	3	-2	29	14	0
12	Cc1cc(C)n(-c2nc3c(c(=O)[nH]c(=O)n3C)n2C)n1
    6	-1.7	-1	16	-3	-2	10	20	-1
13	CC(NC(=O)Cc1ccc(S(=O)(=O)N2CCCCC2)cc1)c1ccccc1 (stereo unspecified)
    -3	-1.0	-5	12	-1	-8	9	-4	2
14	CCc1c(C)nc2cc(-c3ccc(OC)c(OC)c3)nn2c1N1CCC(C)CC1
    -6	-1.1	30	-6	-2	2	5	-7	8
15	Cc1ccc(C(=O)NCc2ccc(Cl)cc2)cc1S(=O)(=O)N1CCCCC1
    8	-0.7	6	-13	6	5	-18	5	-4
16	CC(C)C(=O)Nc1ccc(NC(=O)c2ccccn2)cn1
    -3	-6.4	-6	-36	0	-38	-47	-38	-6
17	Cc1ccc(C(=O)Nc2cccc(S(=O)(=O)N3CCCC3)c2)o1
    5	-0.8	-2	-5	-1	2	14	7	0
18	CCn1nnnc1NCc1ccc(SC)cc1
    -3	1.9	-11	-4	0	-2	1	-22	-2
19	COc1cccc(/C=N/N=C(\N)c2nonc2N)c1O
    0	5.1	0	-91	-2	-41	-19	-10	3
20	CCCC1CC(C(=O)NC(C(C)Cl)C2OC(SC)C(O)C(O)C2O)N(C)C1 (stereo unspecified)
    7	-0.1	-8	18	0	9	-15	-2	-4

Continued, starting with the last three of the part before.
Order of results – CCR6 antag	CHOP UPR activ	EBI2 antag	697 NFkB inh	CXCR6 inh	Gli-Sufu block	Mdm2 MdmX PPI	Jurkat NFkB inh	UPR XBP1 act
18	CCn1nnnc1NCc1ccc(SC)cc1
    -3	1.9	-11	-4	0	-2	1	-22	-2
19	COc1cccc(/C=N/N=C(\N)c2nonc2N)c1O
    0	5.1	0	-91	-2	-41	-19	-10	3
20	CCCC1CC(C(=O)NC(C(C)Cl)C2OC(SC)C(O)C(O)C2O)N(C)C1 (stereo unspecified)
    7	-0.1	-8	18	0	9	-15	-2	-4
21	COc1nccnc1NS(=O)(=O)c1ccc(NC(=S)NC(=O)c2cccnc2)cc1
    37	2.2	5	17	19	3	20	5	-2
22	Cc1cc(C(=O)NNC(=O)c2ccccc2[N+](=O)[O-])c(C)o1
    10	2.5	0	9	-2	-3	-15	3	59*
23	Cc1cc(C(=O)OCC(=O)NC(C)C)c2ccccc2n1
    5	-0.8	8	0	1	3	5	-10	-3
24	COc1ccc(CNC2CCCCC2C)c(OC)c1 (stereo unspecified)
    -4	3.4	2	19	10	-2	-1	10	-2
25	CCOc1ccc(C(C)C)cc1S(=O)(=O)Nc1ccc(Cl)cn1
    -4	2.5	-2	15	-2	3	-3	-1	-4
26	O=C(CCS(=O)(=O)c1ccc(Br)cc1)NCCc1ccccc1
    12	1.3	6	-1	3	6	7	1	-4
27	COc1ccc(-c2noc(C(C)NC(=O)c3ccco3)n2)cc1OC (stereo unspecified)
    3	1.5	-5	14	6	11	13	-5	-4
28	CCc1nnc(NC(=O)CCC(=O)NCc2ccc(C)cc2)s1
    16	2.6	-15	-19	-5	41	12	0	1
29	Cc1nc(C)c(-c2ccc(SCc3ccc([N+](=O)[O-])cc3)nn2)s1
    10	2.3	17	-13	1	4	8	-6	-8
30	O=C(O)CC1(O)C(=O)N(Cc2ccccc2)c2ccccc21 (stereo unspecified)
    0	-0.2	0	-2	6	-4	-1	4	-1
31	O=C(NCc1ccccc1F)C1CCCN1C(=O)Nc1ccccc1 (stereo unspecified)
    8	1.9	-3	-11	3	-2	-1	-8	-5
32	CC1(C)C2CCC1(C)C(OC(=O)C[n+]1ccccc1N)C2 (stereo unspecified)
    2	-1.1	13	0	2	-1	-38	6	2
33	Cc1ccc(C2N(c3cccc(Cl)c3)C(=O)C3CCCN32)o1 (stereo unspecified)
    -9	-1.3	1	14	-2	-8	29	2	-4
34	CC(C)n1c(CNC(=O)c2ccccc2)nc2ccccc21
    2	-0.8	-5	-36	2	10	-34	-13	-1
35	CNC(=O)c1[nH]cnc1C(=O)NCC(=O)OC(C)(C)C
    5	-1.9	-6	13	0	-4	6	-1	2
36	COc1ccc(CN2CCCCC2C(=O)Nc2ccc(OC)c(OC)c2)cc1OC (stereo unspecified)
    5	0.5	1	21	-1	4	8	10	-1
37	O=C(CCNC(=O)c1ccc(Cl)cc1)NN1C(=O)NC2(CCCCC2)C1=O
    -3	-0.7	2	7	0	-14	9	10	1
38	O=C(CCn1c(=O)sc2ccccc21)Nc1nccs1
    24	3.6	-9	-25	2	-38	2	-30	2
39	O=C(COC(=O)[C@@H]1CCCN1S(=O)(=O)c1ccc(Cl)cc1)NC1CC1
    -2	0.3	1	7	-4	-7	-3	3	-2
40	C[C@H](NC(=O)c1nc[nH]c1C(=O)N[C@@H](CCCCNC(=O)OC(C)(C)C)C(=O)OC(C)(C)C)C(=O)OCc1ccccc1
    14	-0.2	29	1	11	-2	21	-10	-4

Four records picked at random from those above:
Order of results – CCR6 antag	CHOP UPR activ	EBI2 antag	697 NFkB inh	CXCR6 inh	Gli-Sufu block	Mdm2 MdmX PPI	Jurkat NFkB inh	UPR XBP1 act
37	O=C(CCNC(=O)c1ccc(Cl)cc1)NN1C(=O)NC2(CCCCC2)C1=O
    -3	-0.7	2	7	0	-14	9	10	1
38	O=C(CCn1c(=O)sc2ccccc21)Nc1nccs1
    24	3.6	-9	-25	2	-38	2	-30	2
22	Cc1cc(C(=O)NNC(=O)c2ccccc2[N+](=O)[O-])c(C)o1
    10	2.5	0	9	-2	-3	-15	3	59*
31	O=C(NCc1ccccc1F)C1CCCN1C(=O)Nc1ccccc1 (stereo unspecified)
    8	1.9	-3	-11	3	-2	-1	-8	-5

Additional compounds:
Order of results – CCR6 antag	CHOP UPR activ	EBI2 antag	697 NFkB inh	CXCR6 inh	Gli-Sufu block	Mdm2 MdmX PPI	Jurkat NFkB inh	UPR XBP1 act
41	Cc1nnsc1S(=O)c1ccc(Br)cc1 (stereo unspecified)
    6	3.7	20	-8	2	5	10	-7	-7
42	COc1cccc(-n2cnc3sc(C)cc3c2=O)c1
    6	-0.3	-4	2	1	24	3	-1	3
43	O=C(COC(=O)[C@H](Cc1ccccc1)NC(=O)c1ccco1)NCc1ccccc1
    -22	-0.7	-3	20	-13	33	11	3	-1
44	COc1ccccc1C1C(C#N)=C(N)Oc2c1oc(CO)cc2=O (stereo unspecified)
    3	3.0	7	16	6	-11	-13	-5	0
45	OC(c1ccc(Cl)cc1)C(CN1CCOCC1)c1ccccc1 (stereo unspecified)
    11	1.3	-6	-5	-1	-28	-17	1	5
46	COc1ccc(/C=C2\Cc3ccccc3C2=O)cc1OC
    18	x	5	x	4	-11	x	x	x
47	O=C(O)COc1ccccc1/C=N/NC(=O)CSc1nc2ccccc2n1Cc1ccccc1Cl
    8	0.5	-1	26	-7	-11	10	12	-2
48	COc1cccc(C(=O)Nc2ccc(NC(=O)C3CC3)cn2)c1
    -9	24	-12	12	-5	-50	-84	-77	-1
49	O=C(c1cccs1)N1CCN(c2nnc(-c3ccccc3)c3ccccc23)CC1
    16	0.6	-36	23	4	6	-16	9	-2
50	Cc1ccc(NC2CCCN(C(=O)c3ccc(F)cc3)C2)cc1C (stereo unspecified)
    15	0.7	0	-16	-3	-7	28	-2	1
51	O=C1CC(c2ccccc2)n2nc(NC(=O)c3cccs3)nc2N1 (stereo unspecified)
    4	-0.1	-3	1	-3	4	10	-8	-3
52	O=C(NCc1cccc(C(F)(F)F)c1)c1cc(-c2ccccc2)nn1CC1CC(c2cccnc2)=NO1 (stereo unspecified)
    16	2.9	11	7	-6	-1	-1	-1	-2
53	CC(Cc1ccccc1)NC(=O)/C=C/c1ccc([N+](=O)[O-])cc1 (stereo unspecified)
    16	1.3	2	-16	8	2	14	-14	-1
54	CN(C)c1ccc(C(=O)NNC(=O)Nc2ccccc2)cc1
    0	0.0	1	1	-8	5	-1	-7	-2
55	Cc1ccccc1CC1(CO)CCCN(C(=O)CCC(F)(F)F)C1 (stereo unspecified)
    15	0.8	6	1	-1	-6	-9	-9	-4

Not a hit list, and some 5% of all compounds hit somewhere here.
